High-throughput results (PubChem)
KCNK3 inh = human KCNK3 channel inhibition, primary screen | 340,000 tested, 0.84% active | B-score at 10 µM | CHO-KCNK3 thallium flux, FluxOR fluorescence; active compounds read low | AID 602410;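 active means B-score under library mean minus 4 SD, starting fluorescence ratio at most library mean plus 5 SD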;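 further: more negative B-score means stronger inhibition of thallium flux through KCNK3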
GSK3B inh = human GSK3beta kinase inhibition; activity score (negative = inhibition), % at 10 µM; 300,000 tested, 0.038% active; AID 2097; GST-GSK3beta kinase, ADP-Glo luminescence, 60 min; active compounds read low;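 active means more than half of replicate wells score below -50%, meaning over 50% inhibition versus plate controls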;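 further: 0% = median DMSO wells and -100% = median GW8510 positive control wells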
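Assay system: GST-tagged human GSK3beta kinase, cell-free; Input: 1.6 ng GSK3beta; Medium: Tris/MgCl2 kinase buffer; Timing: 60 min enzyme reaction, room temperature; Signal: ADP-Glo luminescence quantifying ADP generated by kinase; Evaluation: score relative to plate controls; Benchmarks: DMSO neutral wells and GW8510 at 20 µM as positive.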
GSK3 alpha inh = inhibitors of human GSK-3 alpha kinase. inhibition, % at 10 µM. ADP-Glo luminescence, 60 min. P49840. AID 2650. 320,000 tested, 0.1% active;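 in the data active means inhibition above about 50%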;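 further: GST-tagged GSK-3 alpha with peptide substrate and 25 µM ATP; 0% = DMSO neutral wells and 100% = GW8510 positive control wells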
DYRK1A inh = blocks rat Dyrk1A kinase activity; Q63470; inhibition, % at 12.5 µM; 310,000 tested, 0.43% active; AID 504441; ADP-Glo luminescence, NFATc1 peptide; in the data active means inhibition above about 50%;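 further: plate controls were vehicle with enzyme for no effect and no enzyme for full effect; many of its hits are not listed in these tables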
RGS4 inh = inhibitors of human RGS4. P49798. HEK293 M3R/RGS4 inducible, Fluo-4 calcium flux; active compounds read high; triggered by carbachol at its EC20. B-score at 10 µM. 310,000 tested, 0.45% active;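 active means B-score, a plate-corrected calcium signal, over three deviations above library mean, with baseline fluorescence within five deviations of library mean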;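 further: RGS4 expression induced by doxycycline in cells with stable M3 receptor; B-score is computed from the integrated fluorescence ratio over baseline after carbachol; higher B-score means a larger calcium signal and so more RGS4 inhibition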
hERG protect = hERG (human) protection from proarrhythmic block; Q12809; CHO-hERG, FluxOR thallium flux, dofetilide IC70 present; activation (rescue from dofetilide block), less the hit threshold, % at 10 µM; 310,000 tested, 0.51% active;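 active means activation above the mean of controls blocked by dofetilide plus 5 SD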;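 further: thallium influx through hERG after potassium depolarization seen as dye fluorescence rise; in these data hits start at about 4.7%; inactives centre near -7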
KCNK9 block = inhibitors of human KCNK9 two-pore domain potassium channel | Q9NPC2 | HEK293 KCNK9, FluxOR thallium flux fluorescence; active compounds read low | B-score at 10 µM | 310,000 tested, 1.2% active | AID 488922;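 active means ratio B-score over 3 SD below the library mean, with starting fluorescence within 5 SD of its mean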;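 further: negative B-score means less thallium flux so channel inhibition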
Target sequence (Q9NPC2 whole entry, looked up, the tested form may be a part): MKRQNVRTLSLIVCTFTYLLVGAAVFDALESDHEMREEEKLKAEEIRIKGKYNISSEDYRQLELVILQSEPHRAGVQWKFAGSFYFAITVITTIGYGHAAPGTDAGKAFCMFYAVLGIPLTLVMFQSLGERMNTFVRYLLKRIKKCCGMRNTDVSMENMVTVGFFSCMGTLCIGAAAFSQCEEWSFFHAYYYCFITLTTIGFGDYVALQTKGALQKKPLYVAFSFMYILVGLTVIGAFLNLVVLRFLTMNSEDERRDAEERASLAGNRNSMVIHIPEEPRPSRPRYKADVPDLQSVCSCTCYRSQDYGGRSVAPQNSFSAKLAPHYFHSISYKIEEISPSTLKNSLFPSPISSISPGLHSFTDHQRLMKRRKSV
KCNQ1 block = blocks the human KCNQ1 potassium channel. AID 2642. B-score at 10 µM. 310,000 tested, 1.3% active. CHO-K1 KCNQ1, FluxOR thallium flux fluorescence; active compounds read high. P51787;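 active means compounds whose thallium flux B-score, printed positive for inhibition, exceeds three library SD while starting fluorescence stays within three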;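 further: channel opened by potassium depolarization with thallium stimulus after 20 min compound exposure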
Target sequence (P51787 whole entry, looked up): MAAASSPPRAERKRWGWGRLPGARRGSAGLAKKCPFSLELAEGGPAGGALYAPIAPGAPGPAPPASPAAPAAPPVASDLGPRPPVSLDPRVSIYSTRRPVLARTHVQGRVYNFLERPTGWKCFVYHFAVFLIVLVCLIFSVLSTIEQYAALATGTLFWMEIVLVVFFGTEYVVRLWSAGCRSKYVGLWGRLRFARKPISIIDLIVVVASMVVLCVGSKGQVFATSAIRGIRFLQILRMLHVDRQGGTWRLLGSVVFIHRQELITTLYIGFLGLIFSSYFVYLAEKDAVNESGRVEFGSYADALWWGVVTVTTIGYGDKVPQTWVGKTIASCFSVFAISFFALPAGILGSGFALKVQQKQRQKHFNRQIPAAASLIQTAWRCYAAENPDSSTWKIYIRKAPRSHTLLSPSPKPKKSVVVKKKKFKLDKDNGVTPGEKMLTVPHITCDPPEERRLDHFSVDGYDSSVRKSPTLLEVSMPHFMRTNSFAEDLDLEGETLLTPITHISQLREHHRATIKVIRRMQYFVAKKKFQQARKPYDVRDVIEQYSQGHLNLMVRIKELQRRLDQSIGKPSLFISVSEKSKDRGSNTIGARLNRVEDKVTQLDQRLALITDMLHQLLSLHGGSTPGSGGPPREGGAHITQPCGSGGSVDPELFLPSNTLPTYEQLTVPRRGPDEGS
RGS4 act = RGS4 potentiation or activation | AID 463111 | HEK293 M3R/inducible RGS4, carbachol calcium flux Fluo4; active compounds read low | B-score at 10 µM | 310,000 tested, 0.92% active;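 active means B-score of the integrated calcium signal more than 4 SD below the library mean, with starting fluorescence not abnormally high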;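 further: negative B-score means reduced calcium response which marks RGS4 activation or potentiation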
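Material: M3R-expressing HEK293 line, RGS4 induced by doxycycline | Schedule: Overnight RGS4 induction, 30 min dye load 37 °C, 20 min compound RT | Measured by: Fluo4 fluorescence kinetic imaging of calcium | Read-out: Integrated calcium ratio converted to B score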
PolyA inh = blocks polyadenylation in yeast reporter cells. 300,000 tested, 0.02% active. calls only at 12 µM. S. cerevisiae SKY197-pL101 polyadenylation reporter, beta-gal luminescence; efflux-impaired pdr1/pdr3 knockout yeast; score 100 = 6 SD above DMSO;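 active means lowest replicate activity score at least 50, where 100 means six control SD above control mean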;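 further: yeast exposed to compound for 9 h at 30 °C; higher score means more reporter readthrough which indicates perturbed polyadenylation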
KCNQ1 act = human KCNQ1 channel potentiation or activation. P51787. CHO-K1 KCNQ1, thallium flux FluxOR fluorescence; active compounds read high. B-score at 10 µM. 310,000 tested, 0.35% active. AID 2648;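 active means fluorescence ratio B-score, a plate-corrected score, at least three library SD, with initial intensity B-score within 5 SD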
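assay system = KCNQ1-transfected CHO-K1 cells | medium = assay buffer with matched DMSO | probe or stimulus = depolarizing K+/Tl+ stimulus, K2SO4 and Tl2SO4 each 12.5 mM in 5x stock | dosing = single dose | incubation = dye 90 min, compound 20 min, room temperature | detection = kinetic FluxOR fluorescence, 10 s baseline plus 110 s post-stimulus | evaluation = ratio B score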
* = called active by the depositor; i = inactive; nt = not tested or not shown. Some of the compounds tested; the hit share may differ from the screen's.

SMILES	KCNK3 inh	GSK3B inh	GSK3 alpha inh	DYRK1A inh	RGS4 inh	hERG protect	KCNK9 block	KCNQ1 block	RGS4 act	PolyA inh	KCNQ1 act
CCCS(=O)(=O)NCc1cn2cccc(C)c2n1	i	0.3	-4.7	2.7	i	3.5	i	i	i	i	i
COc1ccc(CCNc2cc(C)[nH]c(=O)c2)cc1OC	i	0.9	-0.8	-1.8	i	-3.4	i	i	i	i	i
Cc1ccc(NC(=O)c2ccc(CSc3nnc(-c4ccncc4)n3C)cc2)c(C)c1	i	-1.3	nt	-3.2	i	-5.6	i	i	i	i	i
CN(C)c1ccc(N2C(=NC(=O)c3ccccc3)SC3CS(=O)(=O)CC32)cc1 (configuration not stated)	i	1.3	-2.0	6.5	i	-3.7	i	i	i	i	i
O=C(OCC(=O)N1CCc2ccccc21)c1cccnc1Cl	i	0.1	0.6	-0.7	i	-9.3	i	i	i	i	i
CCOc1ccc(CC(=O)N/N=C/c2cccnc2)cc1	i	1.6	3.9	-4.3	i	-10.8	i	i	i	i	i
O=C1CN(C(=O)c2ccc(Br)o2)C(c2ccccc2)c2cc(Br)ccc2N1 (configuration not stated)	i	-1.4	-1.7	1.6	i	-14.9	i	i	i	i	i
Cc1cc(C)c2c(C)[nH]nc2n1	i	3.1	-2.2	nt	i	-9.3	i	i	i	i	i
COc1cccc(CN2CC(C(=O)NCCN3CCOCC3)CCC2=O)c1 (configuration not stated)	i	-0.1	-0.5	2.2	i	-7.2	i	i	i	i	i
CCOC(=O)c1c(NC(=S)Nc2cccc(C)c2)sc2c1CC(C)(C)SC2	i	-0.8	-3.6	-0.9	i	-0.2	i	i	i	i	i
CCOC(=O)c1c(/N=C/c2ccccc2O)sc2c1CCC2	i	-1.1	-1.9	-7.6	i	-9.2	i	i	i	i	i
O=C(Nc1ccc(S(=O)(=O)Nc2nccs2)cc1)C1=NN(c2ccccc2)C(=O)CC1	i	-1.2	-2.5	3.6	i	-7.2	i	i	i	i	i
COc1ccc(C(=O)C2CCCCC2=O)cc1 (configuration not stated)	i	2.0	-1.6	1.9	i	-4.5	i	i	i	i	i
N=C(N)N=Nc1c(O)[nH]c2ccc(Br)cc12	i	-34.2	-1.8	62.6*	i	-6.2	i	i	i	i	i
Cc1sc2ncnc(N3CCN(CCOc4ccc(Cl)cc4)CC3)c2c1C	-10.9*	3.2	-1.2	4.8	i	-13.8	i	11*	i	i	i
CCN(CC)S(=O)(=O)c1cccc(C(=O)Nc2ccccc2)c1	i	0.0	1.8	4.7	i	-12.6	i	i	i	i	i
Cc1ccc(-c2ccc(=O)n(CC(=O)NCCN3CCCCC3C)n2)cc1 (configuration not stated)	i	0.0	7.4	-1.3	i	-6.0	i	i	i	i	i
COc1cc(OC)c(NC(=O)c2cncn2-c2ccc(F)cc2)cc1Cl	i	nt	1.6	1.6	i	-11.8	i	i	i	i	i
O=C(CCN=C1NS(=O)(=O)c2ccccc21)N1CCc2ccccc2C1	i	1.2	-0.6	nt	i	-0.1	i	i	i	i	i
Cc1cc(NC(=O)/C=C\C(=O)O)c([N+](=O)[O-])cc1C	i	1.1	-1.2	2.0	i	-8.8	i	i	i	i	i

8 entries out of the list, arranged by count of non-hydrogen atoms, rising.
SMILES	KCNK3 inh	GSK3B inh	GSK3 alpha inh	DYRK1A inh	RGS4 inh	hERG protect	KCNK9 block	KCNQ1 block	RGS4 act	PolyA inh	KCNQ1 act
Cc1cc(C)c2c(C)[nH]nc2n1	i	3.1	-2.2	nt	i	-9.3	i	i	i	i	i
COc1ccc(C(=O)C2CCCCC2=O)cc1 (configuration not stated)	i	2.0	-1.6	1.9	i	-4.5	i	i	i	i	i
CCCS(=O)(=O)NCc1cn2cccc(C)c2n1	i	0.3	-4.7	2.7	i	3.5	i	i	i	i	i
CCOc1ccc(CC(=O)N/N=C/c2cccnc2)cc1	i	1.6	3.9	-4.3	i	-10.8	i	i	i	i	i
O=C(OCC(=O)N1CCc2ccccc21)c1cccnc1Cl	i	0.1	0.6	-0.7	i	-9.3	i	i	i	i	i
COc1cc(OC)c(NC(=O)c2cncn2-c2ccc(F)cc2)cc1Cl	i	nt	1.6	1.6	i	-11.8	i	i	i	i	i
CCOC(=O)c1c(NC(=S)Nc2cccc(C)c2)sc2c1CC(C)(C)SC2	i	-0.8	-3.6	-0.9	i	-0.2	i	i	i	i	i
CN(C)c1ccc(N2C(=NC(=O)c3ccccc3)SC3CS(=O)(=O)CC32)cc1 (configuration not stated)	i	1.3	-2.0	6.5	i	-3.7	i	i	i	i	i

The listing continues:
SMILES	KCNK3 inh	GSK3B inh	GSK3 alpha inh	DYRK1A inh	RGS4 inh	hERG protect	KCNK9 block	KCNQ1 block	RGS4 act	PolyA inh	KCNQ1 act
CCOc1ccc(N/C(N)=N/c2nc(C)cc(C)n2)cc1	i	-0.2	-3.2	-1.0	i	1.1	i	i	i	i	i
CCCN1CCc2c(sc(NC(=O)C3CCN(S(=O)(=O)c4cccs4)CC3)c2C(N)=O)C1	i	-2.9	3.9	-0.2	i	-12.1	i	i	i	i	i
C=CCn1c(SCC(=O)c2ccc(O)c(O)c2)nnc1-c1cccnc1	i	2.6	-0.8	-3.6	i	-3.2	i	i	i	i	i
CS(=O)(=O)N(Cc1ccc(Cl)cc1)c1ccc(C(=O)N2CCN(c3ccccc3)CC2)cc1	i	-0.3	7.9	-5.1	i	-7.0	i	i	i	i	i
Cc1ccccc1C(=O)N1CCC(C(=O)Nc2nccs2)CC1	i	-2.7	13.0	1.5	i	-7.9	i	i	i	i	i
Cc1cc2c(cc1S(=O)(=O)NCc1ccccc1)n(C)c(=O)c(=O)n2C	i	0.2	nt	3.3	i	-10.6	i	i	i	i	i
CCCCCCC(C)NC(=S)Nc1cc(S(=O)(=O)N(C)C)ccc1C (configuration not stated)	i	-5.2	2.6	1.7	i	-8.4	i	i	i	i	i
COc1ccc(C(=O)NC2CC2)cc1OC1CCN(Cc2ccccc2)CC1	i	1.5	0.5	-3.6	i	-1.2	i	i	i	i	i
CCCOc1ccc(NC(=O)C2CC(=O)N(C)C(=Nc3cccc(OC)c3)S2)cc1 (configuration not stated)	i	2.6	-2.5	-0.6	i	-7.8	i	i	i	i	i
COc1ccccc1OCCNC(=O)Cc1ccc(Cl)c(Cl)c1	i	-0.9	-0.9	-8.6	i	-11.6	i	i	i	i	i
C#CCNC(=O)C1=C[C@H](c2ccc(Br)cc2)C[C@H](OCCCCO)O1	i	-3.9	-1.2	-2.3	i	-10.1	i	i	i	i	i
Cc1cccc(C(=O)N=c2sccn2C)c1[N+](=O)[O-]	i	-0.3	-2.9	-1.5	i	-6.8	i	i	i	i	i
NC(=O)C1CCN(C(=O)c2ccc(Oc3cc(Cl)cc(Cl)c3)o2)CC1	i	-25.1	1.8	-6.7	i	-9.9	i	i	i	i	i
O=C(OCCCOC(=O)c1ccc(Br)o1)c1ccc(Br)o1	i	-0.5	0.3	-7.9	i	-9.7	i	i	i	i	i
Cc1cnc(C(=O)OCC(=O)N=c2sccn2Cc2ccccc2Cl)cn1	i	5.0	-1.8	-5.2	i	-6.0	i	i	i	i	i
CN1C(=O)/C(=C/c2ccc(O)c([N+](=O)[O-])c2)N(C)C1=S	i	4.9	7.5	5.6	i	-5.2	i	i	i	i	i
CC(=O)Oc1ccc(C(=O)[C@H]2[C@H]3C(=O)N(c4ccccc4)C(=O)[C@H]3[C@@H]3C=CC=NN32)cc1	i	6.7	0.7	2.1	i	-9.9	i	i	i	i	i
COc1ccc(C(C(=O)NC2CCCCC2)N(C(=O)c2ccccn2)c2cccnc2)c(OC)c1 (configuration not stated)	i	0.8	4.4	3.7	i	-2.5	i	i	i	i	i
O=C(NCC(=O)N(c1cccc(F)c1)C(C(=O)NC1CCCC1)c1cccnc1)c1cccs1 (configuration not stated)	i	-0.7	-3.9	-0.3	i	-21.3	i	i	i	i	i
CC(C)c1nc2sc3c(c2c(=O)[nH]1)CC(C)(C)OC3	i	0.8	-2.6	3.2	i	-0.7	i	i	i	i	i
CCOc1ccc(C(C)NC(=O)c2cc(=O)[nH]c3ccccc23)cc1OCC (configuration not stated)	i	-1.3	-0.6	-1.6	i	-7.4	i	i	i	i	i
NC(=O)CCCn1c(C(=O)c2cc(Cl)c(N)c(Cl)c2)c2ccc([N+](=O)[O-])cc2[n+]1[O-]	i	1.4	-0.6	6.9	i	-11.8	i	i	i	i	i
O=c1[nH]c(CCl)nc2cc(-c3ccc(Cl)cc3)sc12	i	0.2	1.9	-6.5	i	-11.9	i	i	i	i	i
CCOC(=O)c1cccc(NC(=O)CN(C)S(=O)(=O)c2cnc[nH]2)c1	i	0.7	-0.7	28.2	i	-6.1	i	i	i	i	i
COc1ccc(-c2c(NC(=O)c3ccco3)n(-c3ccc(C)cc3)nc(C)c2=O)cc1	i	-1.1	1.8	nt	i	-4.9	i	i	i	i	i
CN(C)C(=O)COc1ccc2c(-c3ccccc3)cc(=O)oc2c1	i	0.1	3.3	nt	i	-4.7	i	i	i	i	i
Nn1c(SCc2ccc(Br)cc2)nnc1-c1ccccn1	i	0.9	0.7	5.0	i	-13.6	i	i	i	i	i
CC1CCc2c(sc(NC(=O)C3CCCO3)c2C#N)C1 (configuration not stated)	i	1.0	-5.1	6.8	i	-11.2	i	i	i	i	i
O=C(CN1C(=O)C2CC=CCC2C1=O)Nc1ccc(Br)cc1 (configuration not stated)	i	-0.1	-0.4	2.1	i	-6.0	i	i	i	i	i
